GAA inhib: blocks human lysosomal alpha-glucosidase. AID 1466. Potency, µM (series often up to 76.9 µM), for inactives: top-dose activity change, negative = inhibition, usual class: inhibitors. P10253. 200,000 tested, 0.005% active. purified human GAA, 4-MU-alpha-glucoside fluorescence;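 note: plate controls were uninhibited enzyme wells for no effect and no-enzyme background for full effect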
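Human alpha-glucosidase, 4 nM, pre-mixed with test compounds before 400 uM 4-methylumbelliferyl substrate; 20 min room temperature at pH 5.0. Fluorescence read after pH 10 stop; AC50 values from Hill-equation fits.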
Tau fibril ThT: inhibitors of human tau fibril formation, thioflavin T binding; P10636; recombinant tau K18 P301L, heparin-induced fibrillization, ThT fluorescence; Potency, µM (titrated, usually from 57.4 µM), for inactives: at the top dose activity, negative = inhibition, usual class: inhibitors; 270,000 tested, 2.1% active; note: % is set by controls: 0 for no effect and ±100 for the full control effect; nearly all actives have a fitted effect of over 55% in size
Target sequence (P10636 561-689 P618L limits assumed): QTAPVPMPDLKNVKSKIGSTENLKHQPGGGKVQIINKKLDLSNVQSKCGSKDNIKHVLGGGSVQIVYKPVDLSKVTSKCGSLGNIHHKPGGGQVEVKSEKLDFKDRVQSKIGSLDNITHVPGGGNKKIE
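Recombinant human tau K18 fragment […] carrying P301L, 15 uM unlabeled plus 0.24 uM Alexa 594-labeled, was fibrillized with 20 uM heparin in 100 mM sodium acetate pH 7 for 6 hr at 37 C; 30 uM ThT fluorescence read after 1 hr.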
GAA spleen mod: inhibits or activates alpha-glucosidase in human spleen homogenate; P10253; human spleen homogenate, 4-MU-alpha-glucoside fluorescence; Potency, µM (titrated, usually from 79.9 µM), inactives show at the highest dose activity change, negative = inhibition, most hits filed as inhibitors; 240,000 tested, 0.006% active;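 note: 0% = enzyme with vehicle and -100% = no enzyme basal signal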
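Compounds were titrated against alpha-glucosidase in spleen homogenate at pH 5.0, with 1 mM 4-methylumbelliferyl substrate for 40 min at 37 C. Reactions were quenched with pH 10 NaOH/glycine and fluorescence measured.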
GAA glycogen mod: GAA glycogen-cleavage inhibition or activation; recombinant GAA, glycogen substrate, Amplex Red glucose oxidase fluorescence; Potency, µM (series often up to 76.4 µM), for inactives: at the top dose activity change, negative = inhibition, hits mostly inhibitors; 300,000 tested, 0.38% active;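 note: 0% = full enzyme reaction and -100% = no-enzyme basal signal; the screen sought inhibitors and activators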
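Recombinant human alpha-glucosidase (4 nM final) hydrolysed bovine liver glycogen (30 ug) for 40 min at 37 C in pH 5.0 citrate/phosphate with 0.01% Tween-20. Released glucose detected by glucose oxidase/Amplex Red, Ex 573/Em 610 nm. Compounds up to 77 uM; AC50 from Hill fits.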
GLA spleen mod: inhibits or activates alpha-galactosidase in human spleen homogenate; human spleen homogenate, 4MU-alpha-Gal fluorescence, 40 min; Potency, µM (titrated, usually from 80 µM), for inactives: at the top dose activity change, negative = inhibition, most hits filed as inhibitors; 240,000 tested, 0.008% active;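 note: 0% = enzyme with vehicle and -100% = no enzyme basal signal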
Target sequence (P06280 32-429 limits assumed): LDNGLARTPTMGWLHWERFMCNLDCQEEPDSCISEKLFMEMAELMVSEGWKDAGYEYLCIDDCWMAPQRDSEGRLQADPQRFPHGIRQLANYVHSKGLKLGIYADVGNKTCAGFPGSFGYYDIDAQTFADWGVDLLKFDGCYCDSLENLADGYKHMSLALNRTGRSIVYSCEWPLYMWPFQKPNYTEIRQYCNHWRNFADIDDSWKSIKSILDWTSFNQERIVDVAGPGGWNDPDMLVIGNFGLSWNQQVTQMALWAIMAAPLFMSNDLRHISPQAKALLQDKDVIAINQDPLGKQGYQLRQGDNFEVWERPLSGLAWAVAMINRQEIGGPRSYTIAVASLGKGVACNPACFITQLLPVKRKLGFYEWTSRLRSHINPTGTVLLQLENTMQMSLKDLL
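Inhibition or activation of alpha-galactosidase in human spleen homogenate is scored by 4-MU fluorescence after 40 min at 37C, pH 5.0, with 1 mM substrate. AC50s come from concentration-response fitted to the Hill equation.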
Tau FP inhib: inhibitors of human tau fibril formation; Potency, µM (series often up to 57.7 µM), inactives show top-dose activity, negative = inhibition, most hits filed as inhibitors; K18 P301L tau heparin fibrillization, Alexa594 FP, 6 h; 280,000 tested, 0.39% active; P10636; note: % is set by controls: 0 for no effect and ±100 for the full control effect; nearly all actives have a fitted effect of over 55% in size
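Compound effects on tau fibrillization are measured by Alexa 594 fluorescence polarization (ex 555, em 632 nm). K18 P301L tau is used at 15 uM with 0.24 uM labeled tracer, and 20 uM heparin induces aggregation over 6 hr at 37 C.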
Tau fluor counter: counter-screen for tau fibril formation inhibitors. Potency, µM (doses to about 57.7 µM), for the others: at the highest dose activity change, negative = decrease. 280,000 tested, 0.93% active. tau K18 P301L Alexa594 fluorescence, heparin fibrillization; note: % is set by controls: 0 for no effect and ±100 for the full control effect; nearly all actives have a fitted effect of over 55% in size
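Human tau K18 P301L (15 uM unlabeled, 0.24 uM Alexa 594-labeled) in 100 mM sodium acetate pH 7 with 20 uM heparin, 6 hr at 37 C. ThT 30 uM added, 1 hr ambient; Alexa 594 FP and total fluorescence read at 555/632 nm.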
HTT cytoprotect: cytoprotection in Huntington HTT-Q103 PC12 cell model | PC12 HTT-Q103 induced, cytoprotection, ATP luminescence, 40 h | Potency, µM (top dose mostly 56.4 µM), for inactives: cytoprotection (ATP increase), actives largely listed as activators | 230,000 tested, 0.14% active | AID 1471;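 note: % of control where 0% means no effect; nearly all actives have a fitted effect of over 45% in size; toxic huntingtin expression switched on by the ecdysone agonist tebufenozide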
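PC12 cells stably carrying ecdysone-inducible Htt exon 1 (Q103)–GFP were induced with 100 nM tebufenozide (final) alongside library compounds in a dose series. Cytoprotection was scored as retained ATP by ATPlite luminescence.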
Active calls of the source: *; ? = inconclusive; nt = no result given; & = joins results of further samples; [ ] = another dose, or the depositor's remark. Calls come from the whole dose curve; as a rule, active = well fitted curve in the direction sought with a large enough effect; inconclusive = small, poorly fitted or top-dose-only effect, or another doubt; inactive = no such curve, though single readings can be large; an effect the other way counts as inactive or inconclusive. Potency is the fitted concentration of half-maximal effect.

Value order: GAA inhib | Tau fibril ThT | GAA spleen mod | GAA glycogen mod | GLA spleen mod | Tau FP inhib | Tau fluor counter | HTT cytoprotect
- CSc1ncc(C(C)=O)c(C)n1
    5% | 0% | -1% | 27% | -10% | 3% | 2% | -11%[10 µM]
- COc1ccc(/C=C/NC(=O)Cc2ccc(OC)c(OC)c2)cc1
    nt | ? | 8%&-10%[17.4 µM] | nt | -8%&0%[17.5 µM] | ? | -26%&-4%[11.6 µM] | 3%&-1%[10 µM]
- O=C(CSc1nc2ccccc2o1)Nc1nncs1
    3% | -8% | -3% | 4% | -3% | 10% | -1% | -4%
- CCOc1ccc(CNCc2c(C(=O)O)n(Cc3ccccc3F)c3cc(OC)ccc23)cc1
    nt | -16% | nt | 11%[76.3 µM] | nt | 4% | -8% | nt
- CCCCC(=O)NC(=S)Nc1cc(C(=O)O)ccc1OC
    2% | -1% | -4% | -15% | 2% | 3% | -5% | -33%[inhibitor]
- O=c1c2ccccc2nc(-c2ccc(Br)cc2)n1Cc1ccccc1
    ? | -7% | -8% | -4% | 3% | 1% | -7% | -23%
- COc1ccc(-n2nnnc2C2CCN(S(=O)(=O)c3ccc(C(C)(C)C)cc3)CC2)cc1
    nt | 2% | nt | 13%[76.3 µM] | nt | -3% | 1% | nt
- Cc1ccc(-c2ccnc(-c3ccc(O)cc3)n2)cc1
    -4% | -5% | -6% | 7% | 1% | -11% | -21% | ?
- Cc1cc(NC(=O)c2cnccn2)no1
    1% | -9% | -5% | 1% | 4% | 0% | -2% | -28%
- COc1ccc(OCC(=O)C2CC2)c(C#N)c1
    nt | nt | -3% | -4% | 3% | 14% | -16% | -4%[10 µM]
- CCC(C)S(=O)(=O)c1snnc1C (configuration not stated)
    3% | -5% | -12% | 12% | -9% | -5% | 0% | 4%
- Cc1c(Cl)cccc1-n1ccnc1SCC(=O)O
    0% | -1% | 7% | 6% | 7% | 1% | 4% | 3%
- Cc1cc(C)cc(Oc2nc3ccccn3c(=O)c2/C=C(\C#N)C(=O)NC2CCS(=O)(=O)C2)c1 (configuration not stated)
    nt | -14% | 4% | 4% | 25% | 3% | -3% | -2%[10 µM]
- CC(C)(C)C(=O)Cn1ncc(N2CCCC2)c(Br)c1=O
    -7% | 0% | -5% | 8% | -6% | -6% | -1% | -9%
- CC(C)CCC1=NN(C(=O)c2ccco2)C(O)(C(F)(F)F)C1 (configuration not stated)
    -4% | 0% | -6% | -12% | ? | 9% | -5% | -14%[10 µM]
- O=C(/C=C/c1ccccc1)NC1CCCc2ccccc21 (configuration not stated)
    -1% | -4% | -3% | -8% | -19% | 6% | -2% | -49%[inhibitor]
- COc1ccc(-c2noc(-c3ccccc3-c3ccccc3)n2)cc1OC
    -3% | -12% | 4% | -8% | 11% | -12% | -25% | -11%[10 µM]
- O=C(c1ccccc1)c1cc(Cl)ccc1N1C(=O)C=CC1=O
    5% | 11% | -16% | 4% | -3% | -9% | -1% | -28%[10 µM]
- COc1cc(Cl)c(C)cc1Nc1nc2ccccc2nc1NS(=O)(=O)c1ccccc1
    nt | ? | nt | -10%[76.3 µM] | nt | 7% | ? | nt
- O=C(NC1CC1)C1=C[C@H](c2csc3ccccc23)C[C@H](OCCCCO)O1
    nt | 3% | 4% | -6% | -1% | 2% | -6% | -12%[10 µM]
- COc1cc(CNn2cnnc2)ccc1OCC(=O)NC(C)(C)C
    -5% | -6% | 3% | 1% | 3% | -2% | -5% | 20%
- O=C(Nc1ccc(F)c([N+](=O)[O-])c1)C(=O)c1c(O)[nH]c2ccccc12
    0% | ? | -4% | -19% | -3% | -4% | -16% | nt
- O=C(O)c1ccccc1NS(=O)(=O)c1ccccc1C(F)(F)F
    -5% | -4% | -3% | -12% | 1% | -4% | -4% | 15%
- Cc1nnc(NC(=O)Cc2ccc(OCc3c(C)noc3C)cc2)s1
    -11% | -9% | -7% | -1% | 11% | -2% | -5% | -26%[10 µM]
- O=C(O)c1ccccc1N/N=C/C1=C(N2CCOCC2)C(=C\c2ccccc2)/CC1
    nt | 10µM* | -6% | ? | -7% | -8% | ? | 9%[10 µM]
- CC(=O)NCCc1ccc(O)c(O)c1
    nt | ? | -1% | nt | -5% | ? | ? | -5%[1.9 µM]
- CC(=O)c1ccc(N2CCN(C(=S)Nc3ccc(Oc4ccccc4)cc3)CC2)cc1
    -29% | ? | -4% | 4% | 4% | -14% | -21% | -54%[inhibitor]
- COc1ccc(O)c(C(=O)CC(=O)c2ccc(F)cc2)c1
    -16% | ? | 7% | 8% | 4% | -11% | ? | -57%[inhibitor][10 µM]
- O=C(NCCN1C(=O)S/C(=C\c2ccc(Cl)cc2)C1=O)c1ccc(F)c(S(=O)(=O)N2CCOCC2)c1
    0% | ? | 3% | 4% | 1% | -17% | -20% | 20%[10 µM]
- COC(=O)[C@H](CCSC)NC(=O)Nc1ccc(OC)cc1
    -3% | -6% | -1% | 2% | 10% | 3% | -3% | -14%
- CC12CCC(C(=O)N(CCCCN3CCN(Cc4ccccc4)CC3)C1=O)C2(C)C (configuration not stated)
    nt | 0% | -10% | -1% | -2% | -3% | 0% | 2%[10 µM]
- Cc1nc2nc(-c3ccco3)[nH]n2c(=O)c1Cc1ccccc1
    1% | 8% | -6% | 3% | -5% | 5% | 3% | -8%[10 µM]
- C=C(C)CNC(=S)/N=c1\scc(C)n1CC
    -6% | 1% | -14% | 2% | 23% | 5% | 1% | 10%[10 µM]
- COC(=O)c1cc(NC(=O)CC2NC3CCCCC3NC2=O)cc(C(=O)OC)c1 (configuration not stated)
    4% | -21% | -8% | 5% | 7% | -1% | -14% | -11%
- CCOC(=O)N1CCN(C(=O)c2ccccc2NC(=O)c2ccc(C(C)(C)C)cc2)CC1
    -5% | -10% | -21% | 8% | -1% | ? | -10% | nt
- O=C(COc1ccc(S(=O)(=O)N2CCCCC2)cc1)NCC1CCCO1 (configuration not stated)
    nt | 5% | -1% | 8% | -1% | -2% | -1% | 1%[10 µM]
- C#CCOc1nc2c(c(=O)n(C)c(=O)n2C)n1Cc1ccccc1
    nt | -5% | 6% | 0% | -3% | -5% | 1% | 10%[10 µM]
- Cc1nc2cc(C(=O)O)ccc2n1C1CCCCC1
    6% | 6% | 6% | -4% | 6% | 6% | 5% | -10%[10 µM]
- O=C1Cc2ccccc2C(c2ccc(Cl)cc2)N1 (configuration not stated)
    -16% | -18% | -2% | -6% | 2% | -4% | -14% | 6%[10 µM]
- CN1C(=O)/C(=C/c2ccc(C(=O)NC3CCCC3)cc2)Oc2ccccc21
    ? | -15% | 1% | 16% | -1% | -4% | -6% | -41%
- O=C(c1ccco1)N1CCN=C1SCc1cccc(F)c1
    0% | -1% | 8% | 2% | 6% | -3% | 0% | 25%
- O=c1oc(Nc2cccc(Cl)c2)nc2ccccc12
    4% | -8% | -14% | -5% | -4% | -6% | -6% | -17%[1.9 µM]
- Cc1ccc(NC(=O)c2cc([N+](=O)[O-])ccc2NCc2cccnc2)cc1Cl
    -5% | -8% | -13% | -9% | 0% | -3% | ? | -22%
- CS(=O)(=O)N(CC(=O)NCc1ccco1)Cc1ccc(Cl)cc1
    ? | -16% | -5% | -6% | 0% | -8% | 6% | 2%[0.074 µM]
- CCOC(=O)Oc1ccc2c(=O)c(Oc3cccc(C)c3)coc2c1
    9% | -18% | -7% | 6% | -1% | 9% | -5% | -13%

2 entries from above, as labelled records.
C#CCOc1nc2c(c(=O)n(C)c(=O)n2C)n1Cc1ccccc1
  GAA inhib: nt	Tau fibril ThT: -5%	GAA spleen mod: 6%	GAA glycogen mod: 0%	GLA spleen mod: -3%	Tau FP inhib: -5%	Tau fluor counter: 1%	HTT cytoprotect: 10%[10 µM]
Cc1nc2cc(C(=O)O)ccc2n1C1CCCCC1
  GAA inhib: 6%	Tau fibril ThT: 6%	GAA spleen mod: 6%	GAA glycogen mod: -4%	GLA spleen mod: 6%	Tau FP inhib: 6%	Tau fluor counter: 5%	HTT cytoprotect: -10%[10 µM]

Next part:
Value order: GAA inhib | Tau fibril ThT | GAA spleen mod | GAA glycogen mod | GLA spleen mod | Tau FP inhib | Tau fluor counter | HTT cytoprotect
- Cc1cc(C)cc(-n2nnc(C(=O)NCc3ccccc3Cl)c2N)c1
    4% | 4% | ? | -1% | -3% | -11% | 0% | 25%
- O=C(CSc1nnnn1C1CCCCC1)Nc1ccccc1N1CCOCC1
    13% | 8% | -2% | 9% | -3% | 7%[2.34 µM] | 10%[2.34 µM] | -53%[inhibitor][10 µM]
- NCCc1nnc(SCc2c(F)cccc2Cl)o1
    ? | 6% | 0% | -6% | -12% | 2% | 7% | -8%
- COc1ccc(CNC(=O)CSc2nnc(C)c(=O)[nH]2)cc1
    nt | -3% | -1% | 4% | -5% | 3% | 7% | 2%[10 µM]
- CCOC(=O)c1c(C)n(-c2ccc(C)cc2)c2c(C(C(C)=O)C(=O)O)c(Br)c(O)c(O)c12 (configuration not stated)
    -4% | ? | -8% | ? | -20% | ? | ? | ?
- COC(=O)Nc1ccc(S(=O)(=O)NCc2ccccn2)cc1
    1% | -9% | nt | -3% | 5% | -6% | -6% | -8%
- CCOC(=O)c1ccc(NC(=O)c2cc3ccccc3o2)cc1
    -12% | -11% | 2% | -4% | 4% | -3% | ? | -25%
- O=C(CSc1nnnn1-c1ccccc1)Nc1ncc2c(n1)CC(c1ccccc1)CC2=O (configuration not stated)
    -3% | -3% | 7% | 3% | 4% | ? | 1% | -14%
- Cc1cc(Nc2ccccc2)n(-c2cccc(Cl)c2)n1
    -6% | -4% | -1% | ? | -9% | 11% | -26% | -13%
- CCN(CC)S(=O)(=O)c1ccc2c(c1)c(=O)c(C(=O)NCc1ccccc1)cn2C
    nt | -10% | nt | -4%[76.3 µM] | nt | -4% | -27% | nt
- Cc1cccc(N2CC(O)(c3cccs3)[N+]3=C2CCCC3)c1C (configuration not stated)
    -4% | 1% | 1% | 6% | -3% | 5% | 7% | -3%
- O=C(Nc1ccccc1Oc1ccccc1)C1CCCC1
    1% | 3% | -7% | 3% | 20% | -14% | -7% | 41%[10 µM]

Assay outcomes (PubChem BioAssay)
